IMPase inh – qHTS Assay for Identifying the Cell-Membrane Permeable IMPase Inhibitors | AID 901, 2007 | CHO-M1 cells, IP1 accumulation, HTRF TR-FRET ratio | 120,000 tested, under 10 active | inhibition (IP1 accumulation), % at 46.1 µM | Inositol monophosphatase 1 (Rattus norvegicus), P97697; active = well fitted curve in the direction sought with a large enough effect in the signal ratio, not every such curve was filed as active; inconclusive = small, poorly fitted or top-dose-only effect, or a change in a side signal; inactive = no such curve, though single readings can be large or run the other way; the % refers to the signal ratio;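 note: cells stimulated with carbachol in lithium chloride buffer; plate controls were DMSO basal wells for no effect and reference inhibitor wells for full effect; higher means more IMPase inhibition seen as more IP1 and lower FRET ratio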
Target sequence (P97697 whole entry, looked up): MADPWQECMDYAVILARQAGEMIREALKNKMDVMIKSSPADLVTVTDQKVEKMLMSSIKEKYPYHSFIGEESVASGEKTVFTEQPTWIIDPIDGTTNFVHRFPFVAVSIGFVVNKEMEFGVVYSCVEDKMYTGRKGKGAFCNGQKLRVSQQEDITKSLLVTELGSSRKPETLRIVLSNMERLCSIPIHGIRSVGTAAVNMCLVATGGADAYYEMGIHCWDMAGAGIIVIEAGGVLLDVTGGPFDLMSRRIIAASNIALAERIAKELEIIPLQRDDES
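Measured: the HTRF emission ratio (665/620 nm) plus the 620 nm donor channel, each fitted to the Hill equation to give AC50. Cells were CHO-M1 given compounds up to 46 uM and a 30 min carbachol stimulation at 37C.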
PNC assembly inh – High Content Assay for Compounds that inhibit the Assembly of the Perinucleolar Compartment; PC3M PTB-GFP, PNC prevalence imaging, 16 h; hits give low values; activity change (PNC), negative = inhibition, % at 10 µM; actives 3.1% (n = 140,000); AID 2417, 2010;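 active = readout at or below -70, meaning at least 70% loss of cells showing the perinucleolar compartment, a nuclear body marking cancer cells; inconclusive = readout between -30 and a set limit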;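 note: plate controls were DMSO wells for no effect and camptothecin positive control wells for full effect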
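Compounds are pinned in duplicate onto adhered PC3M cells stably expressing GFP-tagged PTB and incubated 16 h at 37 C. Cells are then fixed, nuclei stained with Hoechst, and PNC-positive cells counted.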
12-hLO inh – qHTS Assay for Inhibitors of 12-hLO (12-human lipoxygenase); actives 0.12% (n = 150,000); Polyunsaturated fatty acid lipoxygenase ALOX12 (Homo sapiens), P18054; AID 1452, 2008; Potency, µM (top dose mostly 57.1 µM), for the others: at the highest dose activity change, negative = inhibition, usual class: inhibitors; purified 12-hLO, xylenol orange hydroperoxide absorbance; note: potency is the fitted concentration of half-maximal effect; nearly all actives have a fitted effect of over 55% in size; many of its hits are not listed in these tables
Target sequence (P18054 whole entry, looked up): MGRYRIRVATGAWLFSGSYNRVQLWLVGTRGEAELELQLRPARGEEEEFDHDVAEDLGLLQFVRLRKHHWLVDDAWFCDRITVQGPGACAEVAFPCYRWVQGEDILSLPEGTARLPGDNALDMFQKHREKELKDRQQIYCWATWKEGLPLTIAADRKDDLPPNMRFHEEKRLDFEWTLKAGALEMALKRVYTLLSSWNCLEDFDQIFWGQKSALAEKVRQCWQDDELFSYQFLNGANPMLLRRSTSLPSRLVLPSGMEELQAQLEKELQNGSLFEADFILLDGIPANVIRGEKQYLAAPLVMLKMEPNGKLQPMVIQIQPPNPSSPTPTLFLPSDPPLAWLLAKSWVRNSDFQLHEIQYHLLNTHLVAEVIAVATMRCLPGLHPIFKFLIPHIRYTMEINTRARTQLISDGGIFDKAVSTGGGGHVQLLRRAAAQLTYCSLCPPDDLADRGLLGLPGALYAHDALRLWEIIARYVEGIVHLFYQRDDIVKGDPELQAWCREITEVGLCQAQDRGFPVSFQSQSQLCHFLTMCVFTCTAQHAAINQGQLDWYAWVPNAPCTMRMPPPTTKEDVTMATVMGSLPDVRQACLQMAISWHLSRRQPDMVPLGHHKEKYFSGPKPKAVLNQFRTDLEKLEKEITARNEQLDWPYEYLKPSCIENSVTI
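Hydroperoxide formation by human 12-lipoxygenase from 40 uM arachidonic acid was followed colorimetrically via ferric-xylenol orange complex, using the 573/405 nm absorbance ratio. Enzyme concentration was 150 nM, with 30 min reaction at room temperature.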
ALOX15B inhib – qHTS Assay for Inhibitors of 15-hLO-2 (15-human lipoxygenase 2); Polyunsaturated fatty acid lipoxygenase ALOX15B (Homo sapiens), O15296; purified 15hLO-2, xylenol orange hydroperoxide absorbance; Potency, µM (titrated, usually from 57.1 µM), for the others: top-dose activity change, negative = inhibition, hits mostly inhibitors; actives 0.56% (n = 110,000); note: potency is the fitted concentration of half-maximal effect; nearly all actives have a fitted effect of over 60% in size; many of its hits are not listed in these tables
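Read-out: hydroperoxide product oxidises ferrous iron, measured as xylenol orange complex via the 573-to-405 nm absorbance ratio after 30 min. Reaction: 50 nM enzyme, 15 min compound preincubation, 45 uM arachidonic acid, 90 min RT, Hepes pH 7.5 with Triton X-100.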
An asterisk follows results filed as active; ? = inconclusive; . = not tested or not shown; [ ] = remark or other dose. Unless noted, calls come from the whole dose curve; as a rule, active = well fitted curve in the direction sought with a large enough effect; inconclusive = small, poorly fitted or top-dose-only effect, or another doubt; inactive = no such curve, though single readings can be large; an effect the other way counts as inactive or inconclusive. Unless noted, % is set by controls: 0 for no effect and ±100 for the full control effect. Not all compounds are listed; rates above refer to the full screens.

mol	IMPase inh	PNC assembly inh	12-hLO inh	ALOX15B inhib
CCCCC(CC)C(=O)Nc1ccccc1C(=O)NC(C)C (stereo not given)	3	?	3%	1%
Cc1ccnc2nc(C(=O)NC3=NCCS3)nn12	-5	-5	2%	2%
CCN1CCN(C(=O)c2cc3c(=O)n4ccccc4nc3n2Cc2ccccc2)CC1	-23	20	0%	11%
C=CCN1C(=NC(=O)CCCC(=O)O)SC2CS(=O)(=O)CC21 (stereo not given)	7	23	-4%	-2%
C/C(=N\Nc1ccc([N+](=O)[O-])cc1)c1ccc(-n2nncc2C(C)(C)C)cc1	-7	57	-3%	.
O=C1CC(c2ccc(F)cc2)c2cc3c(cc2N1)CCC3 (stereo not given)	-3	-2	-7%	.
CC(C)c1ccccc1NC(=O)c1cccc(NC(=O)c2ccccc2)c1	4	?	-3%	-1%
CCCn1cc(C(CC(=O)O)C(=O)O)c2ccccc21 (stereo not given)	-3	-24	-3%	-8%
COc1ccc(NC(=O)C(OC(=O)c2ccc([N+](=O)[O-])o2)c2ccccc2)cc1Cl (stereo not given)	8	14	-8%	.
Nc1nonc1C(=O)OCC(=O)c1ccc(Cl)cc1	4	-27	-3%	.
COc1cccc(C(=O)Nc2nc(C)cs2)c1	-3	18	-6%	28%
COc1ccc(N2C(=O)/C(=C/c3cccs3)NC2=S)cc1	.	?	1%	.
CCOC(=O)c1c(-c2cccc(C)c2)csc1NC(=O)c1c(-c2ccccc2)noc1C	-1	-101*	-17%	-23%
O=C(Cc1ccccc1)NC1CCN(C(=O)NCc2ccccc2)CC1	6	?	1%	-2%
O=c1[nH]c2ccc(S(=O)(=O)Nc3ccc(-c4nnc5n4CCCCC5)cc3)cc2o1	-7	?	-3%	15%

The list continues:
mol	IMPase inh	PNC assembly inh	12-hLO inh	ALOX15B inhib
CC1(C)C2([N+](=O)[O-])CN3CC1([N+](=O)[O-])CN(C2)C31CCCC1	2	13	4%	.
CC1=NN(Cc2ccccc2)C(=O)/C1=C/c1ccc(N(C)C)cc1	2	30	2%	-17%
COc1ccc(S(=O)(=O)N2CCN(c3cccc(C)c3C)CC2)cc1	5	38	-11%	3%
O=C(Nc1ccc2c(c1)ncn2-c1ccccc1)c1ccco1	-6	-21	3%	-2%
CCCC(=O)c1ccc(N2CCC(C)CC2)c(F)c1	.	8	-6%	.
CCOc1ccc(C(=O)OCC(=O)NCc2ccco2)cc1OCC	0	8	-1%	-14%
O=C(c1ccco1)N1CCN(Cc2nc3ccccc3c(=O)n2-c2ccc(F)cc2)CC1	3	?	4%	0%
O=C(Cn1cnc2ccc(Cl)cc2c1=O)c1cccs1	-9	-6	-2%	-11%
COc1ccccc1NS(=O)(=O)c1cc(NC(=O)c2ccc3ccccc3n2)ccc1Cl	.	21	-4%	.
Cc1nn(C)cc1/C=N/n1nnnc1N	12	8	-3%	3%
O=C(NC1CCS(=O)(=O)C1)OC1CCCCC1 (stereo not given)	-5	139	7%	.
CC1CCCC(C(=O)O)N1C(=O)CCSC(=O)c1ccccc1 (stereo not given)	7	29	-4%	0%
CCCC(=O)NC1=C(C#N)C2(CCCCC2)Cc2ccccc21	8	-15	-3%	6%
O=C(NNS(=O)(=O)c1ccccc1)c1cccnc1	.	.	-1%[11.4 µM]	3%[11.4 µM]
Cc1cc(C)cc(NS(=O)(=O)c2ccc3[nH]cc(C(=O)N4CCc5ccccc54)c(=O)c3c2)c1	.	-17	-8%	.

The results go on:
mol	IMPase inh	PNC assembly inh	12-hLO inh	ALOX15B inhib
CC(NC(=O)C12CC3CC(CC(C3)C1)C2)C(=O)N/N=C/C1=C(N2CCOCC2)C(=C\c2cccc([N+](=O)[O-])c2)/CC1 (stereo not given)	.	45	0%	.
Cc1ccc(N2C(=O)c3ccc(C(=O)O)cc3C2=O)cc1C	1	-25	5%	-5%
O=C(NNc1cccc(Cl)n1)Nc1ccccc1	3	-2	10%	.
COc1ccccc1C1/C(=C(/O)c2ccc(C)cc2)C(=O)C(=O)N1CC(C)O (stereo not given)	-8	54	5%	4%
CCc1cc2c(N=Nc3c(O)[nH]c4ccccc34)ncnc2s1	.	-30	0%	.
CSc1nc(SCCO)c2sc3nc(-c4ccco4)c4c(c3c2n1)CC(C)(C)OC4	-4	?	-26%	?
COc1ccc(CN2C(=O)c3ccccc3C2=O)cc1C(=O)OCC(=O)NC1CCCCC1	.	?	-6%	.
CC(=O)Nc1ccc(C2NC(=O)c3ccccc3O2)cc1 (stereo not given)	15	25	0%	0%
Cc1ccc(C(=O)n2c(-c3ccccc3)cnc2SCC(=O)Nc2ccccc2)cc1	-9	-19	2%	.
CC(=NCCc1c(C)[nH]c2ccc(C)cc12)C1=C(O)CC(c2ccccc2)CC1=O (stereo not given)	.	?	-9%	.
C=CCOc1ccc(CNn2cn[nH]c2=S)cc1	-4	-29	-27%	-2%
CC1=C(C(N)=O)C(c2cccnc2)n2nc(-c3cccc(C)c3)nc2N1 (stereo not given)	4	?	-2%	16%
COc1cccc(C(=O)Nc2ccc(Cl)c(C(F)(F)F)c2)c1	3	-18	-1%	8%
Cc1ccccc1NC(=S)NC1CCN(Cc2ccccc2)CC1	-6	?	-4%	.
O=C(N/N=C/c1ccc(-c2ccccc2[N+](=O)[O-])o1)[C@H]1C[C@@H]1c1ccccc1	.	-6	-8%	.

(further entries)
mol	IMPase inh	PNC assembly inh	12-hLO inh	ALOX15B inhib
Cc1ccc(S(=O)(=O)N(C)C)cc1-n1c(SCC(=O)Nc2ccccc2)nc2ccccc2c1=O	.	31	-2%	.
Cc1ccc(C(=O)C2CCNCC2)cc1	-2	-23	6%	12%
COc1ccc(OCC(=O)NC(=S)Nc2ccc(N3CCOCC3)c(Cl)c2)cc1	6	-9	-15%	?
COc1ccccc1NC(=S)Nc1ccccn1	10	10	?	.
COc1ccc(C)cc1-n1nnnc1SCc1nc2ccccc2s1	2	-2	-12%	-21%
Cc1cn(C(=O)c2ccccc2)c(=S)n1-c1ccc(Cl)cc1	-1	-100*	-7%	.
O=C(CCCN1C(=O)c2ccccc2C1=O)Nc1nncs1	0	43	-4%	1%
CCCOc1ccc(N2C(=O)CC(N3CCC(c4nncn4CC)CC3)C2=O)cc1 (stereo not given)	?	0	-2%	-10%
O=C1c2oc3ccccc3c(=O)c2C(c2cccs2)N1CCCN1CCOCC1 (stereo not given)	-5	32	-14%	3%
CCn1cc(C(=O)NC2CCc3ccccc32)c(=O)c2ccc(C)nc21 (stereo not given)	6	28	-2%	5%
COc1ccc2nc(NC(=O)CSc3nccc(C)n3)sc2c1	10	13	-7%	-2%
O=C(Cn1nc(-c2ccccc2)c2ccccc2c1=O)NCC1CCCO1 (stereo not given)	-9	13	-4%	2%
CCOC(=O)c1cc2sccc2n1CC(=O)N1CCc2ccccc21	17	14	-4%	1%
CCOC(=O)c1cnc(SCc2nc(N)nc(Nc3ccc(C)cc3)n2)nc1N	5	-81*	-15%	4%
Cc1cc(Nc2ccc(F)cc2Cl)n2ncnc2n1	5	-19	6%	-1%

Going on with the list.
mol	IMPase inh	PNC assembly inh	12-hLO inh	ALOX15B inhib
CCc1nnc(NC(=O)CSc2nnc(-c3ccoc3C)n2-c2ccccc2)s1	6	12	-11%	-3%
Cc1cccc(C2=NN(c3ccccc3)[C@@H](C(=O)N3CCOC3=O)[C@@H]2c2ccc([N+](=O)[O-])cc2)c1	.	.	-4%[0.00818 µM]	-20%[0.0915 µM]
CCOC(=O)N1CCN(C(=O)c2ccc3nc(SCc4ccc(F)cc4)n(C)c3c2)CC1	-6	14	5%	1%
CC(=O)N1CCN(c2ccc(NCc3ccc(C)cc3)cc2)CC1	6	?	18µM*	10µM*
CCOc1ccc(NC(=O)c2oc3ccccc3c2NC(=O)CC)cc1	2	65	4%	-6%
Nc1nnc(SCc2ccc3c(c2)OCO3)s1	?	-3	-3%	-2%
Cc1ccc(C)c(Cn2cnc3c(cnn3C(C)(C)C)c2=O)c1	1	-1	-8%	-3%
Cc1cc(Br)ccc1OCCn1ccnc1	.	17	-1%	.
Cc1ccc(O)c(C(=O)c2cnn(-c3ccc(S(=O)(=O)N4CCOCC4)cc3[N+](=O)[O-])c2)c1	.	-17	-1%	.
CC(C)OP(=O)(OC(C)C)C(Nc1ccccc1)c1cccc2c1OCO2 (stereo not given)	-9	-21	2%	.
C=CCN(C(=O)c1cccc(S(=O)(=O)N2CCN(C)CC2)c1)c1nc(-c2ccccc2)cs1	6	8	0%	17%
Cc1cc(C(=O)COC(=O)c2cccs2)c(C)n1-c1c(C)n(C)n(-c2ccccc2)c1=O	-4	-127*	0%	-5%
CCCc1cc(=O)n2[nH]c(SCc3ccccc3)nc2n1	-3	47	8%	-1%
O=C(COC(=O)c1cccc(S(=O)(=O)N2CCCCC2)c1)NC1CCCc2ccccc21 (stereo not given)	-6	76	0%	.
O=C(Nc1ccccc1)c1ccc(NCc2cccnc2)c(S(=O)(=O)N2CCOCC2)c1	11	52	10%	-3%

(more compounds)
mol	IMPase inh	PNC assembly inh	12-hLO inh	ALOX15B inhib
CC(=O)NC1CCC(C(=O)O)(c2ccccc2)C1 (stereo not given)	14	29	-4%	-5%
Cc1ccc(S(=O)(=O)N(CC(=O)NCc2ccco2)C2CCCCC2)cc1	9	189	-12%	.
O=c1oc(-c2ccco2)nc2c1cnn2-c1ccccc1	3	15	-3%	2%
O=C(C[n+]1cc(-c2ccc(Cl)cc2)n2c1CCC2)N1c2ccccc2Sc2ccccc21	9	-15	-7%	.
CC(NC(=O)COC(=O)Cc1ccsc1)c1ccccc1 (stereo not given)	.	33	6%	.
COc1cccc(-c2ccc3ncnc(NCc4cccs4)c3c2)c1	.	.	-7%	18%
COCCOC(=O)c1[nH]c2c(c1C)C(=O)CC(c1ccc(N(C)C)cc1)C2 (stereo not given)	2	?	0%	0%
CC(C)(C)c1ccc(CN2N=Nc3ccccc3S2(=O)=O)cc1	2	3	-11%	?
COc1cc(NC(=O)COc2c(C)cc(C)cc2[N+](=O)[O-])c(OC)cc1Cl	.	54	4%	.
CC(O)c1nc2ccc(Cc3ccc4nc(C(C)O)[nH]c4c3)cc2[nH]1 (stereo not given)	-3	61	4%	66%[activator]
COC(=O)C(CCSC)NC(=O)C(NC(=O)C1CCC(C)CC1)C(C)C (stereo not given)	8	0	2%	-13%
CCOc1cc(/C=N/NC(=O)CN(CCc2ccccc2)S(=O)(=O)c2ccc(NC(C)=O)cc2)ccc1O	.	192	-3%	.
CCOC(=O)C1CCCN(S(=O)(=O)c2ccc(F)c(C(=O)Nc3ccc(F)c(F)c3)c2)C1 (stereo not given)	0	6	-12%	-8%
Cc1cc(NC(=O)COC(=O)COc2ccc3c(c2)CCC3)no1	0	?	-2%	-10%
O=C(COC(=O)C1CCC1)Nc1ccc(Oc2ccccc2)cc1	-1	-15	-1%	3%

Next records.
mol	IMPase inh	PNC assembly inh	12-hLO inh	ALOX15B inhib
COc1ccccc1OCC(O)CO (stereo not given)	.	.	-3%	-4%
CC1(C)CC(=O)C2=C(C1)Nc1cc3c(cc1C2c1ccc2c(c1)OCO2)OCO3 (stereo not given)	-13	-22	-16%	4%
COc1cc(OC)cc(-n2nnnc2SCC(=O)Nc2nc3c(s2)CCCC3)c1	8	-7	3%	12%
C=CCn1c(C)cc(C(=O)CSc2n[nH]c(N)n2)c1C	-3	10	8%	3%
CSc1nncc(/C(C)=N\Nc2ccccc2)n1	4	-26	-22%	?
CC1(C)CC(=O)C/C(=N\NC(=O)Cc2ccccc2)C1	.	-27	-1%	.
CC(C)OCC(O)CN1CCN(CC(O)COc2ccc3c(c2)OCO3)CC1 (stereo not given)	-3	?	-4%	0%
O=C(CSc1nc(N2CCCCC2)nc(N2CCCCC2)n1)N1CCc2ccccc21	11	14	-4%	-7%
